NCOA2 inhibitor = inhibition of GAL4-SRC2 driven luciferase reporter, primary screen, SRC2 inhibitor project, cell-based, luminescence; inhibition, % at 9 µM; Nuclear receptor coactivator 2 (Homo sapiens), Q15596; hit rate 0.17% among 370,000; AID 651957, 2012; HEK293 GAL4-SRC2 luciferase reporter;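 active = inhibition above the mean inhibition of all tested compounds plus 3 SD, set per campaign, cut at about 52% in these data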;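 also: 0% = DMSO treated cells and 100% = cells given Gossypol at 36 µM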
COUP-TFII inh = NR2F2 transcriptional activity inhibitors, primary screen, cell-based, luciferase reporter, HEK293T, luminescence; COUP transcription factor 2 (Homo sapiens), P24468; HEK293T NGFI-A luciferase reporter; inhibition, % at 8.6 µM; hit rate 0.7% among 370,000; AID 686940, 2013;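 active = inhibition above a per-plate cutoff, mean inhibition of test wells between control levels plus 3 SD, cut at about 38% in these data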;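 also: cells cotransfected with COUP-TFII expression vector driving the NGFI-A reporter; 0% = median of COUP-TF2 test wells and 100% = reporter-only cells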
KKLEB tox = cytotoxicity in KKLEB CF airway cells, primary screen, cytotoxicity control for CF NF-kB inhibitor project, cell-based, uHTS, fluorescence assay plates; KKLEB CF airway cells viability, ATPlite luminescence, overnight; stronger effect = lower value; cells stimulated with P. aeruginosa culture filtrate; activity change (cytotoxicity), % at 5 µM; hit rate 0.36% among 360,000; AID 602141, 2011;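 active = corrected activity change at or below -50% at 5 µM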
CF NFkB block = inhibitors of PAF-induced NF-kB signaling, primary screen, cell-based, GFP fluorescence, uHTS | KKLEB NF-kB-GFP reporter, GFP fluorescence overnight | inhibition, % at 5 µM | hit rate 0.86% among 360,000 | AID 588850, 2011;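 active = at least 50% inhibition at 5 µM, scaled per plate between neutral and stimulator controls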;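 also: PAF is a Pseudomonas aeruginosa culture filtrate used as stimulus; plate controls were PAF-stimulated DMSO wells for no effect and unstimulated DMSO wells for full effect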
TROY NFkB inh = inhibitors of TROY-driven NF-kB signaling, primary screen, Q293 LMP1-TROYcd cells, NF-kB luciferase, uHTS; inhibition, % at 10 µM; AID 1347056, 2019; Q293 LMP1-TROYcd NF-kB luciferase reporter, 4 h; hit rate 0.98% among 360,000;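 active = compounds whose plate-normalised and pattern-corrected inhibition of the luciferase reporter signal at the single screening dose is 50% or more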
NCOA1 inh = SRC1 coactivator transcriptional activity inhibitors, primary screen, cell-based, luminescence; HEK293 GAL4-SRC1 luciferase reporter; AID 588354, 2011; Nuclear receptor coactivator 1 (Homo sapiens), Q15788; hit rate 0.12% among 360,000; inhibition, % at 3.6 µM;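 active = inhibition above the campaign mean plus 3 SD, with each screening campaign given its own cutoff, cut at about 60% in these data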;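 also: 0% = DMSO treated cells and 100% = gossypol at 36 µM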
Target sequence (Q15788 whole entry, looked up, the tested form may be a part): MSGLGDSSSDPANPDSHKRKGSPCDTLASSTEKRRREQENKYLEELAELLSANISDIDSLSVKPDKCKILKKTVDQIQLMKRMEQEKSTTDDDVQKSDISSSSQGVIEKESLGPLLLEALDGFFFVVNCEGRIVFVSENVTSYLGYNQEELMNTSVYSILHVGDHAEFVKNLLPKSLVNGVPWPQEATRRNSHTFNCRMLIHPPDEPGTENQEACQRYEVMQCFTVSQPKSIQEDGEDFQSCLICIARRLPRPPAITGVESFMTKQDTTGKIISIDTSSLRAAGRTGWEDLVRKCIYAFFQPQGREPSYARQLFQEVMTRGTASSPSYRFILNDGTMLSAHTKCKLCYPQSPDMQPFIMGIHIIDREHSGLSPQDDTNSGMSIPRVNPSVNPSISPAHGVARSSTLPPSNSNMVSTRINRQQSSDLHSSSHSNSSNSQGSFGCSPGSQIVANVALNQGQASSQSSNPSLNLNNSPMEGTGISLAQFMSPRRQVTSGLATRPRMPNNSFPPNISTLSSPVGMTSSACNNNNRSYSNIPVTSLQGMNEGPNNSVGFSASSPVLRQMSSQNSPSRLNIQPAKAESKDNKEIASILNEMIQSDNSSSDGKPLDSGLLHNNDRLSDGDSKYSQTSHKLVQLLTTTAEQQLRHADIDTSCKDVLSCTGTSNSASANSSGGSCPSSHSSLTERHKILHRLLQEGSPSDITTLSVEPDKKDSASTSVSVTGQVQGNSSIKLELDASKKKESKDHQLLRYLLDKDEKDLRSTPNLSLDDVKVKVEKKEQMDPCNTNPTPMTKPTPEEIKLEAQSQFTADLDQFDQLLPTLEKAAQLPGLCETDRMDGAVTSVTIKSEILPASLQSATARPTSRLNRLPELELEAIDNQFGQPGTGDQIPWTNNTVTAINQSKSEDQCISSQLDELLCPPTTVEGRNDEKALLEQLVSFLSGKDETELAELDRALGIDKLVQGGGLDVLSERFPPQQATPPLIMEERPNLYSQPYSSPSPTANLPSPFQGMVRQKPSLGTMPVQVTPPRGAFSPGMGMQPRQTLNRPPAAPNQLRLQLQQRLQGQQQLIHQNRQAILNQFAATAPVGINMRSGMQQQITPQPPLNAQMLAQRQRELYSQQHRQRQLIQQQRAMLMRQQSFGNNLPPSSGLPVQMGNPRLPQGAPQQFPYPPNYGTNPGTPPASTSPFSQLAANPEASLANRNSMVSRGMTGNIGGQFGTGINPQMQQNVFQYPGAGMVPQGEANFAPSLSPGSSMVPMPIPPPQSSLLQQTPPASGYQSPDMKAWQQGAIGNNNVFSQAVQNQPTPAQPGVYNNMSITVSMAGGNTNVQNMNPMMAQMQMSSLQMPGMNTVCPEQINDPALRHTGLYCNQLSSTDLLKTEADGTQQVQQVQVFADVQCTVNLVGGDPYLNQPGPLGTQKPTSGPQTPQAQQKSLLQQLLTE
NR5A2 inv ag = LRH-1 (NR5A2) inverse agonists, primary screen, cell-based, luminescence, HEK293T, StAR-luciferase reporter. Nuclear receptor subfamily 5 group A member 2 (Homo sapiens), O00482. hit rate 0.13% among 360,000. LRH-1 transfected, 24 h. inhibition, % at 3.6 µM;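 active = inhibition above the mean inhibition of all tested compounds plus 3 SD, cut at about 73% in these data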;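 also: 0% = DMSO wells and 100% = reporter-only cells lacking LRH-1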
TWEAK-Fn14 inh = inhibitors of TWEAK-Fn14 signaling, primary screen, luciferase reporter cells, uHTS | TWEAK-stimulated Fn14 reporter cells, luciferase luminescence, 8 h | inhibition, % at 10 µM | hit rate 2% among 360,000; in the data active = inhibition above about 50%
TRAIL sens C8 = viability loss with TRAIL in NB7+C8 cells, primary screen, TRAIL sensitizer project, cell-based, ATPlite luminescence. inhibition (viability loss, TRAIL sensitization), % at 10 µM. hit rate 1% among 360,000;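 active = compounds causing at least 50% loss of cell viability in the single-dose screen, relative to plate controls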
NCOA3 inh = SRC3 coactivator transcriptional activity inhibitors, primary screen, cell-based, luminescence. Nuclear receptor coactivator 3 (Homo sapiens), Q9Y6Q9. HEK293 GAL4-SRC3 luciferase reporter. inhibition, % at 3.6 µM. hit rate 0.17% among 360,000. AID 588352, 2011;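 active = inhibition above a per-campaign cutoff, the mean of all compounds plus 3 SD, cut at about 60% in these data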;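 also: 0% = DMSO-treated cells and 100% = gossypol-treated cells at 36 µM; higher means less SRC3-driven luciferase light from the GAL4 reporter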
LMP1 NFkB inh = EBV LMP1-driven NF-kappaB luciferase reporter inhibitors, primary screen, cell-based, luminescence, single point | LMP1-induced NF-kappaB luciferase reporter cells | inhibition, % at 12.5 µM | hit rate 0.69% among 350,000; in the data active = inhibition above about 41%;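 also: 0% = neutral control wells and 100% = reference inhibitor control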
* marks the source's active call; other numbers are inactive results; x = no result given.

nr | compound | NCOA2 inhibitor | COUP-TFII inh | KKLEB tox | CF NFkB block | TROY NFkB inh | NCOA1 inh
1 | Cc1nn(C(=O)c2ccco2)c(C)c1Sc1ccc(Cl)cc1 | -13 | -5 | 0 | 0 | -2 | -2
2 | CCN1CCN(c2nc3c(c(=O)[nH]c(=O)n3C)n2Cc2ccccc2F)CC1 | -3 | -20 | -6 | 6 | 25 | 11
3 | CCCCNC(=S)N(C)/N=C/c1ccc(OCC(=O)Nc2c(C)cc(C)cc2C)c(OC)c1 | 16 | 10 | -1 | -25 | 27 | -26
4 | O=C(Nc1ccccc1N1CCOCC1)c1cc(=O)[nH]c2ccccc12 | -6 | 15 | 5 | -1 | -2 | -21
5 | COC(=O)COc1ccc(NS(=O)(=O)c2cccc([N+](=O)[O-])c2)cc1 | -21 | 13 | 13 | -23 | 5 | -5
6 | Cc1ccc(OCc2cc(C(=O)N3CC4C[C@@H]5CC3C[C@H](C4)C5)no2)cc1C | -64 | -24 | 3 | -21 | -35 | -80
7 | CCOc1ccc(NC(=O)CSc2ncnc3c2sc2ccccc23)cc1 | -15 | 13 | -5 | 6 | -8 | -3
8 | COc1ccc(OC)c(NC(=O)COc2ccc(S(=O)(=O)NC(C)C)cc2)c1 | -15 | 3 | 5 | -12 | 7 | 16
9 | C[C@@H]1CC2=C(C(=O)OC(C)(C)O2)[C@@H](C2CC2)O1 | 15 | 11 | x | x | 11 | x
10 | CSc1ccc(S(=O)(=O)NCc2ccccc2C)cc1 | 12 | 23 | 5 | -2 | -7 | -6

nr | NR5A2 inv ag | TWEAK-Fn14 inh | TRAIL sens C8 | NCOA3 inh | LMP1 NFkB inh
1 | -4 | 0 | -7 | 4 | 3
2 | -5 | 11 | 7 | 2 | -11
3 | -10 | 37 | 31 | 13 | 10
4 | 7 | 9 | 14 | 14 | 2
5 | 8 | -19 | -5 | 5 | -10
6 | -107 | -16 | 4 | -101 | -21
7 | 6 | -33 | -6 | -3 | -3
8 | -3 | -24 | -11 | 5 | -1
9 | 21 | 5 | -9 | x | x
10 | -2 | 1 | 7 | 15 | -5

Nothing new here: entries from further up.
nr | compound | NCOA2 inhibitor | COUP-TFII inh | KKLEB tox | CF NFkB block | TROY NFkB inh | NCOA1 inh
4 | O=C(Nc1ccccc1N1CCOCC1)c1cc(=O)[nH]c2ccccc12 | -6 | 15 | 5 | -1 | -2 | -21
5 | COC(=O)COc1ccc(NS(=O)(=O)c2cccc([N+](=O)[O-])c2)cc1 | -21 | 13 | 13 | -23 | 5 | -5
6 | Cc1ccc(OCc2cc(C(=O)N3CC4C[C@@H]5CC3C[C@H](C4)C5)no2)cc1C | -64 | -24 | 3 | -21 | -35 | -80
7 | CCOc1ccc(NC(=O)CSc2ncnc3c2sc2ccccc23)cc1 | -15 | 13 | -5 | 6 | -8 | -3

nr | NR5A2 inv ag | TWEAK-Fn14 inh | TRAIL sens C8 | NCOA3 inh | LMP1 NFkB inh
4 | 7 | 9 | 14 | 14 | 2
5 | 8 | -19 | -5 | 5 | -10
6 | -107 | -16 | 4 | -101 | -21
7 | 6 | -33 | -6 | -3 | -3

The listing picks up with the two entries that preceded the break.
nr | compound | NCOA2 inhibitor | COUP-TFII inh | KKLEB tox | CF NFkB block | TROY NFkB inh | NCOA1 inh
9 | C[C@@H]1CC2=C(C(=O)OC(C)(C)O2)[C@@H](C2CC2)O1 | 15 | 11 | x | x | 11 | x
10 | CSc1ccc(S(=O)(=O)NCc2ccccc2C)cc1 | 12 | 23 | 5 | -2 | -7 | -6
11 | Fc1ccc(Oc2nc(-c3ccccc3)nnc2C(F)(F)F)cc1 | -17 | -9 | 0 | -13 | -1 | 6
12 | Cc1ccc(C)c(NC(=O)CNC(=O)N2CC(=O)Nc3ccccc32)c1 | -4 | 1 | 5 | -9 | -19 | -30
13 | CCOC(=O)Cn1c(=NC(=O)CSC(C)=O)sc2ccccc21 | 13 | -2 | 11 | 7 | 14 | 0
14 | Nc1cc(=O)[nH]n1C1CCN(c2ccccc2)CC1 | -17 | -11 | 3 | -13 | 5 | -4
15 | COC(=O)c1sccc1NC(=O)c1c(C)noc1C | -3 | -6 | 5 | -12 | -9 | -23
16 | COc1ccc(NC(=O)CN(C)C(=O)CN2C(=O)c3ccc([N+](=O)[O-])cc3C2=O)cc1 | 0 | -3 | 4 | 2 | -21 | 3
17 | CCC1=NN2C(=N)/C(=C/c3ccc(OS(=O)(=O)c4ccc(C)cc4)c(OC)c3)C(=O)N=C2S1 | 6 | 3 | 17 | 7 | 4 | 5
18 | COc1cc(NC(=O)CSCc2ccc(Cl)cc2Cl)c(C(=O)O)cc1OC | 4 | -3 | 3 | 1 | 7 | -8
19 | CC(O)CNCCCOc1cccc(C(F)(F)F)c1 (stereo unspecified) | 15 | 17 | 7 | 6 | -2 | 9
20 | Cc1ccc(NC(=O)c2ccc(S(=O)(=O)N3CC(C)CC(C)C3)cc2)cc1S(=O)(=O)N1CCOCC1 (stereo unspecified) | 14 | 6 | 7 | 14 | 29 | -1

nr | NR5A2 inv ag | TWEAK-Fn14 inh | TRAIL sens C8 | NCOA3 inh | LMP1 NFkB inh
9 | 21 | 5 | -9 | x | x
10 | -2 | 1 | 7 | 15 | -5
11 | -35 | 4 | 2 | 19 | -17
12 | -14 | 8 | 0 | 7 | 6
13 | -9 | 32 | -8 | -2 | -1
14 | 8 | 1 | -2 | 25 | -2
15 | 11 | -1 | -11 | 10 | -13
16 | 14 | -11 | 15 | 14 | 5
17 | 3 | -12 | 12 | -5 | 1
18 | 7 | 13 | 10 | -3 | -4
19 | 0 | 4 | -10 | 1 | 1
20 | -2 | 47 | 12 | -3 | 8

Next part.
nr | compound | NCOA2 inhibitor | COUP-TFII inh | KKLEB tox | CF NFkB block | TROY NFkB inh | NCOA1 inh
21 | Cc1cc(C)c2nc3nc(C)c(C)cc3c(N)c2c1 | -170 | 3 | -3 | -115 | -81 | 26
22 | CCCCN1C(N)=NC[C@@H]1Cc1ccccc1 | -45 | -7 | 20 | 6 | -8 | 12
23 | COc1ccccc1Cc1c(-c2ccc(C)cc2)nc2c(C)cc(Br)cn12 | -6 | 21 | -25 | 28 | 23 | -2
24 | COc1cc2cc(CN(CCO)S(=O)(=O)c3ccccc3Cl)c(=O)[nH]c2cc1OC | -15 | 3 | -2 | -1 | -1 | -6
25 | CCCCOc1ccc(-c2nnn(CCC(=O)N3CCOCC3)n2)cc1 | -29 | -34 | 5 | -8 | -72 | -48
26 | CCn1c(C)cc(C(=O)COC(=O)c2ccccc2[N+](=O)[O-])c1C | x | x | -67* | 5 | 90* | 93*
27 | CCC(CC)c1nnc(NC(=O)CCS(=O)(=O)Cc2ccccc2)s1 | -8 | 6 | 2 | 4 | -17 | 4
28 | Cc1[nH]c(=O)[nH]c(=O)c1S(=O)(=O)N(C)Cc1ccccc1 | -22 | -3 | 6 | -4 | 13 | -4
29 | O=C1NCN(CCO)CN1 | 3 | 13 | 5 | -8 | 4 | 3
30 | CC(=O)NC(CC(=O)OCC(=O)Nc1ccc2c(c1)OCO2)c1ccccc1 (stereo unspecified) | -3 | 5 | 6 | -8 | -17 | -17

nr | NR5A2 inv ag | TWEAK-Fn14 inh | TRAIL sens C8 | NCOA3 inh | LMP1 NFkB inh
21 | 13 | -81 | 13 | 50 | -29
22 | 6 | -1 | -2 | 21 | 3
23 | 3 | 25 | 9 | -4 | x
24 | -3 | 22 | -26 | -11 | 8
25 | -33 | -7 | 20 | -36 | -2
26 | 95* | 105* | 93* | 93* | 87*
27 | -6 | 13 | -4 | 6 | 1
28 | 4 | 6 | -18 | -4 | -5
29 | 1 | 2 | -7 | 6 | 0
30 | -4 | 9 | 6 | 6 | -2

Next section.
nr | compound | NCOA2 inhibitor | COUP-TFII inh | KKLEB tox | CF NFkB block | TROY NFkB inh | NCOA1 inh
31 | CC(=O)[C@@H]1[C@@H](C)N(Cc2ccccc2)C(=O)N[C@H]1c1cccc(C(F)(F)F)c1 | 0 | 22 | -5 | -22 | -1 | -6
32 | Cc1cc(OC(C)C)nc(NCc2ccccc2)n1 | -28 | -18 | -24 | 9 | -7 | -28
33 | CC1CN(C(=O)COC(=O)c2ccc(Cl)nc2)CC(C)O1 (stereo unspecified) | 15 | -4 | 11 | -11 | 3 | -31
34 | O=c1nc(/C=C/c2cccn2-c2ccc([N+](=O)[O-])cc2)cc(C(F)(F)F)[nH]1 | -26 | 6 | 15 | -2 | 2 | -9
35 | CC[C@@H](NCCCn1cnc2c(SC)ncnc21)c1ccccc1 | 3 | -40 | 3 | 0 | -7 | 13
36 | O=C(/C=C/c1ccccc1Cl)Nc1ccncc1 | -63 | -21 | -21 | 14 | -43 | -73
37 | O=C(N/N=C\c1ccccn1)C1c2ccccc2Oc2ccccc21 | 12 | 5 | -6 | 5 | 8 | 6
38 | O=C(NCc1cccc(Cl)c1)C1CCC(=O)N(C2CC2)C1 (stereo unspecified) | -9 | -2 | 27 | -39 | -19 | -5
39 | C[C@H]1CN([C@@H](C)CO)C(=O)Cc2cc(NS(=O)(=O)c3cccs3)ccc2O[C@H]1CN(C)S(=O)(=O)c1cn(C)cn1 | -14 | 11 | 4 | 3 | -6 | -7
40 | CN(C(=O)c1cc([N+](=O)[O-])ccc1NCc1cccnc1)c1ccccc1 | -5 | 13 | 3 | -16 | 8 | -9
41 | Cc1c(NC(NC(=O)CC(C)C)C(Cl)(Cl)Cl)c(=O)n(-c2ccccc2)n1C (stereo unspecified) | -24 | -18 | -10 | 11 | 19 | -4
42 | Cc1nc(N2CCOCC2)c2c3c(sc2n1)CCC3 | 10 | 4 | -7 | 16 | 4 | 16
43 | Cc1cc(C(=O)NNC(=O)c2ccccc2F)c2ccccc2n1 | -16 | -6 | 15 | -12 | 0 | 7

nr | NR5A2 inv ag | TWEAK-Fn14 inh | TRAIL sens C8 | NCOA3 inh | LMP1 NFkB inh
31 | 0 | 20 | -3 | -6 | 2
32 | -17 | -11 | 9 | 8 | -10
33 | 31 | 9 | 8 | 3 | -6
34 | -9 | 2 | -2 | -19 | -11
35 | -5 | -8 | -3 | -8 | 4
36 | -73 | -16 | 6 | -48 | -9
37 | -9 | -44 | 2 | 6 | 0
38 | 13 | -10 | 1 | 4 | -8
39 | -10 | -13 | -9 | 12 | 0
40 | -1 | -5 | 8 | -12 | -4
41 | -3 | 5 | 5 | 3 | 6
42 | 9 | 21 | -5 | 12 | 7
43 | -3 | 12 | 8 | -5 | 3

Source: PubChem
